Dynein cargo inh: blocks dynein driven cargo transport along microtubules; z-score, hits read low; hit rate 0.47% among 220,000; 3617.4 mouse cells, GR-EGFP nuclear translocation imaging; test concentration mostly 20 µM; stimulated with dexamethasone, 1 µM; active compounds read low;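 active = plate z-score of nuclear minus cytoplasmic receptor signal below a set negative limit, without overly bright fluorescence or cell loss, cut at about -3.5 in these data, passing the limit was not always enough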;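 note: z-score of nuclear minus cytoplasmic ring GR-EGFP intensity difference per well; some compounds called inactive have numbers as strong as hits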
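Buffer or medium: tet-free, stripped-serum medium; reagent: dexamethasone at 1.0 µM final, 30 min; incubation: 48 h induction, 1 h compound, 30 min dex at 37 °C; measured by: formaldehyde fixation, Hoechst nuclear stain, 10x automated fluorescence imaging; read-out: nuclear-to-cytoplasmic GR-EGFP distribution per well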
P. falciparum M17LAP: P. falciparum M17LAP inhibitors, primary screen, biochemical, fluorogenic H-Leu-NHMec substrate, 1536-well (AID 1619); recombinant M17LAP, H-Leu-NHMec fluorogenic kinetic assay; higher % means a stronger effect; inhibition, % at 30 µM; hits with a dose series show IC50 in µM; hit rate 0.38% among 220,000;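 active = compound inhibiting the enzyme by more than half at any dose during confirmatory dose-response retesting; inconclusive = strong single-dose inhibitors picked by rank but not retested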;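 note: plate controls were full reaction with DMSO carrier for no effect and no enzyme background for full effect; strong numbers were not always called active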
AID2073: inhibitors of Mint1-CaV2.2 protein interaction, biochemical, HTRF (AID 2073). HTRF protein-protein interaction, Mint1-CaV2.2; higher % means a stronger effect. inhibition, % at 20 µM; hits with a dose series show IC50 in µM. hit rate 0.19% among 290,000; in the data active = inhibition mostly above about 51%, no sharp cut-off; inconclusive = no clear call, values can overlap the other calls; inactive = mostly below about 53%; note: some results filed as inactive read as strong as hits
KOR beta-arrestin-1: KOR antagonists, beta-arrestin recruitment, cell-based, luminescence, uHTS (AID 1778). KOR beta-arrestin recruitment, luminescence, antagonist mode; higher % means a stronger effect. one-dose inhibition, % at 10 µM; IC50 in µM for titrated hits. hit rate 0.091% among 290,000; note: strong numbers were not always called active
P. falciparum M1AAP: P. falciparum M1AAP inhibitors, biochemical, fluorogenic H-Leu-NHMec substrate, 1536-well (AID 1445); recombinant M1AAP, H-Leu-NHMec fluorogenic kinetic assay; higher % means a stronger effect; one-dose inhibition, % at 30 µM; IC50 in µM for titrated hits; hit rate 0.42% among 220,000;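 active = primary inhibition above the hit cutoff, then over 50% inhibition at one or more dose response concentrations, cut at about 23% in these data, passing the limit was not always enough; inconclusive = conflicting primary data, or primary hits not chosen for dose response; inactive = low primary inhibition, or under 50% at every dose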;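 note: plate controls were DMSO full reaction for no effect and no enzyme background for full effect; strong numbers were not always called active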
KOR beta-arrestin-2: KOR agonists, beta-arrestin recruitment, primary screen, cell-based, luminescence, uHTS (AID 1777); hit rate 0.02% among 280,000; activation, % at 10 µM, or EC50 in µM where a hit was titrated; KOR beta-arrestin recruitment, luminescence; higher % means a stronger effect; in the data active = activation above about 50%, passing the limit was not always enough; note: a part of the inactive calls stands beside numbers as strong as those of hits
GPR55 activation: selective activators of receptor GPR55 – imaging, U2OS cells, beta-arrestin-GFP redistribution, primary screen (AID 1961) | activation, % at 10 µM, or EC50 in µM where a hit was titrated | U2OS GPR55 beta-arrestin-GFP redistribution imaging; higher % means a stronger effect | hit rate 0.048% among 290,000;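 active = activation above 40% with more than 50 cells counted in the well; inconclusive = wells holding fewer than 50 cells, flagged as toxic or sparse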;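 note: U2OS osteosarcoma cells stably expressing GPR55 and beta-arrestin-GFP; plate controls were DMSO negative control for no effect and LPI positive control for full effect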
NOD1 inhibition: inhibition of NOD1-driven NF-kB reporter – cell-based, luminescence, uHTS, primary screen (AID 1578) | NOD1-driven NF-kB luciferase reporter cells, luminescence; higher % means a stronger effect | inhibition, % at 4 µM; hits with a dose series show EC50 in µM | hit rate 1% among 290,000; in the data active = inhibition mostly above about 36%, no sharp cut-off; inactive = mostly below about 34%;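 note: HEK-293T reporter cells stimulated with the NOD1 agonist gamma-tri-DAP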
HEK293 NOD2/NF-kB: NOD2 signaling inhibitors, cell-based, luminescence, uHTS, HEK293 (AID 1566) | one-dose inhibition, % at 4 µM; EC50 in µM for titrated hits | hit rate 0.63% among 290,000 | HEK293 NOD2/NF-kB luciferase reporter, luminescence; higher % means a stronger effect; note: many of its hits are not listed in these tables
Dynein cargo inh cytoplasmic EGFP: also measured in Dynein cargo inh; calls as there; z-score; measured here: cytoplasmic GR-EGFP intensity; active compounds read high
Dynein cargo inh nuclear GR-EGFP: further read-out of Dynein cargo inh, marked with its call; z-score; measured here: nuclear GR-EGFP intensity;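 lower value marks the stronger effect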
Dynein cargo inh cell count: second read-out of Dynein cargo inh, no call of its own (marks repeat the call); z-score; measured here: cell count per field
* = called active by the depositor; u = inconclusive; x = no result given; [ ] = another dose, or the depositor's remark. Cut-off read from the data, not from the text of the source, unless noted: active = inhibition above about 50%; inactive = the rest. Some of the compounds tested; count on the stated rates, not on these rows.

SMILES | Dynein cargo inh | Dynein cargo inh cytoplasmic EGFP | Dynein cargo inh nuclear GR-EGFP | Dynein cargo inh cell count | P. falciparum M17LAP | AID2073 | KOR beta-arrestin-1 | P. falciparum M1AAP | KOR beta-arrestin-2 | GPR55 activation | NOD1 inhibition | HEK293 NOD2/NF-kB
O=C(c1cccc(Cl)c1)N1CCN(C(=O)c2ccco2)CC1 | -0.25 | -0.15 | -0.17 | 0.38 | 5% | 2% | 40% | 1% | -3.2% | -0.1% | 3% | 13%
Cc1onc(-c2c(Cl)cccc2Cl)c1COC(=O)c1ccc(Cl)cc1[N+](=O)[O-] | 0.011 | -0.27 | -0.017 | 0.2 | 12% | 6% | -29% | 6% | 0.3% | -0.1% | -3% | 19%
COc1ccccc1N(CC(=O)NC1CCCC1)C(=O)CCCC(=O)Nc1ccccn1 | x | x | x | x | x | 9% | -9% | x | -1.0% | 0.3% | -14% | -8%
Cc1noc(NS(=O)(=O)c2ccc(NC(=O)C(F)(F)F)cc2)c1C | x | x | x | x | x | 4% | -17% | x | 5.9% | -0.2% | 6% | 3%
CC(C)n1cc(CN2CCC(C(=O)Nc3cccc(-c4cccc(Cl)c4)c3)CC2)cn1 | x | x | x | x | x | 5% | -75% | x | 1.2% | -0.2% | -15% | 6%
COC(=O)c1ccccc1NC(=O)Nc1c(C)n(C)n(-c2ccccc2)c1=O | x | x | x | x | x | 22% | -12% | x | -0.8% | 0.0% | -26% | 17%
CCCCn1c(N)c(N(CCC(C)C)C(=O)CSc2nnc(C)s2)c(=O)[nH]c1=O | 0.59 | -0.16 | 0.27 | -0.72 | -4% | 5% | 9% | 6% | 3.0% | -0.1% | -12% | 7%
CC1(C)NC(=O)N(CCCOc2ccc(Br)cc2Cl)C1=O | 1.4 | -0.25 | 0.69 | -0.26 | 7% | 39% | -14% | 3% | 0.0% | -0.1% | -27% | -35%
C=CCN=c1scc(-c2ccc3c(c2)NC(=O)CO3)n1/N=C(\C)c1ccccn1 | -0.036 | 0.77 | 0.22 | -1.7 | 14% | 6% | 10µM* | 7% | -7.4% | 1.4% | 51%* | 18%
N#CCCN(Cc1cccnc1)C(=O)Nc1cccc(Cl)c1 | -0.23 | -0.22 | -0.11 | 0.51 | -2% | -3% | 7% | 9% | -12% | 1.3% | -8% | 10%
CCCCCC(=O)N1CC2(CC(c3cccc(NC(=O)c4ccccc4)c3)=NO2)C[C@@H]1C(N)=O (stereo partly drawn) | 1.4 | -0.16 | 1 | -0.16 | 3% | 7% | 23% | 3% | 3.7% | -0.1% | -13% | -2%
CC(C(=O)Nc1ccc(S(N)(=O)=O)cc1)N1CCc2ccccc21 (stereo not drawn) | -0.49 | -0.2 | -0.38 | 0.081 | -15% | 0% | -12% | -1% | -2.6% | -0.5% | -24% | 16%
CCOC(=O)c1c(-c2ncc(C(F)(F)F)cc2Cl)noc1C | 0.6 | -0.34 | 0.71 | 0.3 | -4% | -4% | 16%[20 µM] | -4% | 0.3% | 0.2% | -37% | -5%
COc1ccc(NC(=O)N2CCCc3ccccc32)cc1 | -0.94 | -0.28 | -0.31 | 0.4 | 23% | -13% | 18% | -5% | -0.3% | 0.3% | -8% | 8%
CC(C)c1cc(=O)n2[nH]c(N)nc2n1 | -0.3 | -0.19 | -0.18 | 0.57 | -5% | 6% | -6% | -4% | -3.7% | -0.1% | -21% | 8%
COC(=O)c1ccc(NC(=O)CSc2n[nH]c(-c3ccncc3)n2)cc1 | 1.4 | -0.22 | 0.68 | 0.33 | 14% | 2% | 11% | 3% | -2.9% | 0.5% | -21% | 2%
O=C(CCCNC(=O)c1ccc(Cl)cc1)Nc1ccccc1F | x | x | x | x | x | -2% | -10% | x | -3.2% | 0.3% | -6% | 5%
Cc1cc2c(c(=O)n1Cc1cccnc1)C(c1cccs1)C(C#N)=C(N)O2 (stereo not drawn) | -0.73 | -0.096 | -0.27 | 0.74 | 3% | 49% | -6% | -8% | -0.7% | 0.2% | 7% | 0%
Cc1onc(C(=O)NCc2ccc(F)cc2)c1[N+](=O)[O-] | 0.28 | -0.31 | 0.22 | -0.21 | 0% | 6% | 5% | 0% | 6.3% | 0.5% | -31% | -1%
O=C(COc1ccc(S(=O)(=O)N2CCCCC2)cc1)NC1CCCCC1 | -0.47 | -0.27 | 0.09 | 1.2 | 0% | 9% | 12% | 1% | -0.6% | 0.2% | -7% | -3%

One compound at a time (already shown). Screens in order: Dynein cargo inh, Dynein cargo inh cytoplasmic EGFP, Dynein cargo inh nuclear GR-EGFP, Dynein cargo inh cell count, P. falciparum M17LAP, AID2073, KOR beta-arrestin-1, P. falciparum M1AAP, KOR beta-arrestin-2, GPR55 activation, NOD1 inhibition, HEK293 NOD2/NF-kB
Cc1cc2c(c(=O)n1Cc1cccnc1)C(c1cccs1)C(C#N)=C(N)O2 (stereo not drawn) as listed: -0.73, -0.096, -0.27, 0.74, 3%, 49%, -6%, -8%, -0.7%, 0.2%, 7%, 0%
O=C(COc1ccc(S(=O)(=O)N2CCCCC2)cc1)NC1CCCCC1 as listed: -0.47, -0.27, 0.09, 1.2, 0%, 9%, 12%, 1%, -0.6%, 0.2%, -7%, -3%
COc1ccc(NC(=O)N2CCCc3ccccc32)cc1 as listed: -0.94, -0.28, -0.31, 0.4, 23%, -13%, 18%, -5%, -0.3%, 0.3%, -8%, 8%
CC(C(=O)Nc1ccc(S(N)(=O)=O)cc1)N1CCc2ccccc21 (stereo not drawn) as listed: -0.49, -0.2, -0.38, 0.081, -15%, 0%, -12%, -1%, -2.6%, -0.5%, -24%, 16%

Following part
SMILES | Dynein cargo inh | Dynein cargo inh cytoplasmic EGFP | Dynein cargo inh nuclear GR-EGFP | Dynein cargo inh cell count | P. falciparum M17LAP | AID2073 | KOR beta-arrestin-1 | P. falciparum M1AAP | KOR beta-arrestin-2 | GPR55 activation | NOD1 inhibition | HEK293 NOD2/NF-kB
CC(=O)N/N=C/c1ccccc1OCCOc1cccc(C)c1 | x | x | x | x | x | -4% | 6% | x | 1.9% | -0.1% | -17% | -1%
S=C(Nc1ccccc1Cl)N(Cc1ccccc1)Cc1cccnc1 | -0.56 | -0.31 | -0.3 | 1.3 | -2% | -33% | 18% | -2% | -4.7% | -0.3% | -6% | 4%
CCC(C)c1ccc(NC(=O)Nc2cnccn2)cc1 (stereo not drawn) | x | x | x | x | x | 4% | -116% | x | 2.3% | 0.0% | -38% | -77%
COc1ccc(C2NC(=O)C(C#N)=C(S)N2c2ccccc2)cc1OC (stereo not drawn) | -1.9 | -0.19 | -1 | 1.1 | 10% | 0% | 26%[20 µM] | 3% | x | -0.1% | -23% | -8%
Cc1ccc(C)c(S(=O)(=O)c2c(C)cc(C)[nH]c2=O)c1 | x | x | x | x | x | -1% | 4% | x | -3.0% | 0.0% | -1% | 6%
Cc1ccnc(Sc2ccc([N+](=O)[O-])cc2[N+](=O)[O-])n1 | -4.8* | 0.6* | -2.4* | 0.12* | 1% | -24% | -28% | 7% | -1.4% | 0.0% | 44% | -40%
Cc1ccccc1C(=O)N1CCN(c2ccc(NC(=O)c3ccccc3[N+](=O)[O-])cc2)CC1 | 1.8 | -0.15 | 1.3 | -1.6 | 3% | u | -29%[20 µM] | -1% | x | -0.1% | 5% | -4%
O=C(c1ccc2c(=O)n(CCc3ccccc3)c(=O)[nH]c2c1)N1CCN(c2ccccc2)CC1 | x | x | x | x | x | 2% | -21% | x | -0.4% | -0.1% | -9% | 8%
CCN(CCO)c1ncnc2c1sc1nc(C(C)C)c3c(c12)CC(C)(C)OC3 | -0.091 | -0.1 | 0.45 | 0.031 | -15% | 7% | -39% | 1% | 2.0% | -0.2% | 6% | 7%
OCC1CCCCN1CCNCc1cn[nH]c1-c1cccc2ccccc12 (stereo not drawn) | -0.078 | -0.21 | -0.15 | 0.34 | -1% | -11% | 20% | -1% | -0.9% | 0.0% | 2% | -2%
CN(C)C(CNC(=O)c1ccc(NC(=O)CC#N)cc1)c1ccccc1 (stereo not drawn) | -0.18 | -0.32 | -0.63 | 0.44 | 0% | 6% | -1% | -6% | -1.6% | 1.2% | -13% | 15%
COc1ccccc1N(CC(=O)NCC1CCCO1)C(=O)CNS(=O)(=O)c1ccccc1 (stereo not drawn) | -0.32 | -0.22 | 0.25 | -0.13 | 0% | -12% | 9% | 6% | x | 0.6% | -5% | 0%
CCn1ccnc1CN(C)Cc1cn(-c2cccc(C)c2)nc1-c1cccc(F)c1 | 0.27 | -0.31 | -0.074 | 0.38 | 1% | -19% | -13% | -9% | -0.5% | -0.2% | -33% | -9%
COC(=O)c1sccc1NC(=O)/C=C\c1ccc(Cl)cc1Cl | 0.46 | -0.32 | 0.25 | -0.049 | 18% | 14% | -71% | 3% | -5.4% | -0.1% | -78% | -27%
COc1ccc(N2CCN(CC(=O)Nc3nc(C)cs3)CC2)cc1 | x | x | x | x | x | 2% | 24% | x | -5.4% | -0.1% | 19% | 0%
O=C(CSc1nnc(-c2ccc(OC(F)F)cc2)o1)NC(=O)NCc1ccco1 | -0.073 | -0.24 | -0.32 | 0.13 | 4% | 36% | -19% | 4% | -1.3% | -0.1% | -9% | -8%
COc1cc(NS(=O)(=O)c2ccc(NC(=O)COc3ccccc3Cl)cc2)nc(OC)n1 | 0.13 | -0.26 | 0.32 | 0.62 | 24% | -4% | -33% | 20% | 11% | -0.1% | 10% | 8%
CN(CC(=O)Nn1cnnc1)S(=O)(=O)c1cc(Cl)ccc1Cl | -0.24 | -0.26 | -0.1 | 0.29 | -14% | -2% | 14% | 11% | -2.5% | 0.2% | -20% | -6%
CC1CCN(S(=O)(=O)c2cccc(C(=O)Nc3nncs3)c2)CC1 | x | x | x | x | x | 3% | -30% | x | 3.2% | -0.1% | -20% | -10%
COc1cc(CC(NC(C)=O)C(=O)NC2CCN(S(=O)(=O)c3ccc(NC(C)=O)cc3)CC2)cc(OC)c1 (stereo not drawn) | x | x | x | x | x | 4% | 6% | x | 3.6% | -0.1% | -12% | -22%
O=C(CSc1nc2ccccc2c(=O)n1Cc1ccco1)NCCN1C(=O)CSC1=O | 0.57 | -0.23 | -0.0081 | 0.13 | 0% | -27% | -22% | 4% | 3.1% | -0.2% | -10% | -23%
